ASAP1 GAP inh: ASAP1 ArfGAP inhibition; Q9ULH1; ASAP1-stimulated ARF1 GTP hydrolysis, GDP FP detection; inhibition, % at 16.5 µM; 360,000 tested, 0.19% active; in the data active means inhibition above about 25%;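 further: 0% = vehicle with enzyme and substrate and 100% = no enzyme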
PLC-gamma1 inh: PLC-gamma1 (human) inhibition, primary screen; P19174; inhibition, % at 12.2 µM; purified PLC-gamma1, fluorogenic substrate, fluorescence; 370,000 tested, 0.84% active; in the data active means inhibition above about 9.5%
MBD2 inh: MBD2-methylated oligo binding inhibition; TR-FRET, MBD2 binding to methylated oligonucleotide; inhibition, % at 4.4 µM; 370,000 tested, 0.31% active; AID 686964; in the data active means inhibition above about 13%
Target sequence (Q9UBB5 whole entry, looked up): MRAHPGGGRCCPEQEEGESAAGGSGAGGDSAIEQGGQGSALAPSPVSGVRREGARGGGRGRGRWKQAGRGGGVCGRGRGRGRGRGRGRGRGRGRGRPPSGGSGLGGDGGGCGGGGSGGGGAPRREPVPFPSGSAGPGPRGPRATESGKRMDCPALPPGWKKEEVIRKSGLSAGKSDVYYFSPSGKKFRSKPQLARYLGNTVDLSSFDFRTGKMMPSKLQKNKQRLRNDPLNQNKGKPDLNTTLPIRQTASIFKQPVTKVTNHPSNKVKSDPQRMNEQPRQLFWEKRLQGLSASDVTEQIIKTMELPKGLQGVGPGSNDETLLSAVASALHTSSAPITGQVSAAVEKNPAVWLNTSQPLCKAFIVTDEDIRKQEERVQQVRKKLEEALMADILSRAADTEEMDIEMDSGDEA
Tn7 DDE FP: DD(E)-Tn7 binding inhibition, primary FP screen; P02675; FP displacement of FITC-Tn7 peptide from fibrin DD(E); 0% = median of compound wells per plate; inhibition, % at 8.3 µM; 370,000 tested, 0.13% active;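 active means inhibition above the mean of compounds falling within the control limits plus 3 SD of them, cut at about 14% in these data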;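 further: 0% = plate median of compound wells and 100% = 10 µM Aha-Tn7 peptide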
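Test system – human fibrin DD(E) · Times – 10 min preincubation, 3 h with tracer, room temperature · Detection – fluorescence polarization of the labelled Tn7 tracer · Measure – percent inhibition normalized to high-control wells · Benchmarks – high control wells with 10 µM unlabelled Aha-Tn7 peptide (full inhibition) · Repeats – singlicate testing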
PLCb3 inh: blocks human PLC-beta3 enzyme activity | inhibition, % at 12.2 µM | Purified PLC-beta3, fluorogenic substrate, fluorescence | Q01970 | AID 720704 | 370,000 tested, 0.18% active; in the data active means inhibition above about 11%;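 further: 0% = median of compound wells on plate and 100% = full blocker control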
KLK7 zymogen act: proKLK7 (human) activation, primary screen. P49862. purified proKLK7, EDANS-DABCYL substrate fluorescence; 100% is mature enzyme control, 0% vehicle. activation, % at 7 µM. 370,000 tested, 0.9% active. AID 652039;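 active means activation above the mean of all tested compounds plus 3 SD, computed per campaign excluding outliers beyond control limits, cut at about 13% in these data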
UHRF1 binding: UHRF1 methyl-DNA binding inhibition; 370,000 tested, 0.75% active; inhibition, % at 4.4 µM; UHRF1 binding to methylated oligo, TR-FRET; AID 687016; in the data active means inhibition above about 21%;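 further: UHRF1 SRA domain binding a hemimethylated CpG hairpin DNA probe; 0% = median of test compound wells and 100% = reference inhibitor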
DDE Tn6 FP inh: disrupts Tn6 cyclic peptide binding to fibrin D-Dimer-E complex; P02675; Fibrin DD(E) TRITC-Tn6 fluorescence polarization displacement; inhibition, % at 8.3 µM; 370,000 tested, 0.21% active; AID 720509;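 active means inhibition above a per-campaign cutoff: mean of compounds within control limits plus 3 SD, cut at about 15% in these data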;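 further: 0% = median of all compound wells on the plate and 100% = blocking peptide control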
ADAM17 inh: inhibitors of human ADAM17; P78536; recombinant ADAM17, EDANS/DABCYL FRET peptide cleavage; inhibition, % at 6.95 µM; 370,000 tested, 0.83% active; AID 720648;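 active means inhibition above the mean of compounds lying between control limits plus 3 SD, set per campaign, cut at about 8.5% in these data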;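 further: 0% = DMSO-only wells as the low control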
ARFGAP1 inhibitor: inhibitors of rat ARFGAP1 | inhibition, % at 16.5 µM | Arfgap1-stimulated ARF1 GTP hydrolysis, GDP FP detection | 360,000 tested, 0.26% active | Q62848 | AID 651572;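 active means inhibition above a per-plate limit, mean inhibition of low control wells plus 3 SD, cut at about 25% in these data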;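 further: 0% = DMSO wells with enzyme and 100% = wells lacking Arfgap1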
Target sequence (Q62848 1-136 limits assumed): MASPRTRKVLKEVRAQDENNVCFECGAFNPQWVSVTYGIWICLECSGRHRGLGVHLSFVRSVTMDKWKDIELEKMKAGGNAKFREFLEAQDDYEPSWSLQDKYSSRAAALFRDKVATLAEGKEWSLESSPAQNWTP
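Assay system: Rat Arfgap1 GAP domain (His6, aa 1-136), purified enzyme | Buffer or medium: HEPES 25 mM pH 7.5, NaCl 150 mM, MgCl2, DTT | Schedule: GTP hydrolysis reaction 2 h at 25 °C | Signal: FP of antibody-bound GDP Alexa 633 tracer, ex 620/em 688 nm | Measure: Percent inhibition of Arfgap1-stimulated GTP hydrolysis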
Numbers without * were called inactive.

entry	structure	KLK7 zymogen act	UHRF1 binding	PLC-gamma1 inh	ARFGAP1 inhibitor	MBD2 inh
1	Cc1ccc(CNC(=O)CN2C(C)CCCC2C)cc1 (configuration not stated)	0.2	49*	1	-5	-2
2	CCC1CCCCN1C(=O)COC(=O)c1cc(Br)ccc1Cl (configuration not stated)	-0.7	-3	0	-18	-6
3	O=S(=O)(c1ccc(N2CCN(S(=O)(=O)c3ccccc3)CC2)nc1)N1CCCC1	0.6	0	6	11	-4
4	CCn1c(=O)n(CC(=O)N2CCN(c3ccccc3F)CC2)c(=O)c2ccccc21	0.1	1	-4	-2	9
5	CCOc1ccc(S(=O)(=O)NCCC(=O)NCC(c2ccc(OC)cc2)N2CCOCC2)cc1 (configuration not stated)	-0.6	0	1	5	2
6	Cc1cccc(/C=N/NC(=O)c2ccncc2)n1	-0.8	3	5	16	0
7	CCOCC(=O)N1CCN(c2ccccc2OC)CC1	0.0	-1	1	-3	-7
8	Cc1cc(C)cc(NC(=S)Nc2ccc3cn[nH]c3c2)c1	0.0	-3	-6	0	2
9	Cc1ccc(C(=O)O)cc1NC(=S)NC(=O)c1ccc([N+](=O)[O-])cc1Cl	0.2	3	3	-5	2
10	CCCn1c(O)c(N=NC(=O)c2ccco2)c2ccccc21	0.5	-1	2	9	-6
11	CCOc1ncccc1C(=O)NCc1ccc(OC)c(OC)c1	-0.4	-2	2	-5	-5
12	Cc1c(Cc2c(Cl)cccc2Cl)c(=O)ccn1C(C)c1ccccc1 (configuration not stated)	-0.5	2	3	4	1

entry	ADAM17 inh	Tn7 DDE FP	PLCb3 inh	ASAP1 GAP inh	DDE Tn6 FP inh
1	0	2	-1	4	-1
2	-1	6	2	-2	11
3	0	-1	-2	-9	0
4	-5	-1	-2	1	3
5	-6	5	-2	8	-4
6	-9	-2	-8	6	-7
7	-5	5	0	-8	0
8	-10	-5	-2	6	-4
9	2	0	0	-7	2
10	-1	3	2	-3	5
11	-1	-1	9	-1	1
12	1	1	4	16	1

The list continues.
entry	structure	KLK7 zymogen act	UHRF1 binding	PLC-gamma1 inh	ARFGAP1 inhibitor	MBD2 inh
13	O=C(COc1ccc2ccccc2c1)NNC(=O)Nc1ccccc1F	-0.9	1	-3	-1	6
14	CCOC(=O)C1(CCOc2ccccc2)CCN(Cc2cnc(C)s2)CC1	0.1	0	2	2	4
15	COc1ccc(C(=O)O)cc1S(=O)(=O)Nc1cc(Cl)ccc1N1CCOCC1	-0.1	5	5	-13	-2
16	O=[N+]([O-])c1ccc2nc(SCc3cn4ccccc4n3)[nH]c2c1	0.6	-4	0	10	2
17	CS(=O)(=O)N(CC(=O)NCc1ccco1)c1cccc([N+](=O)[O-])c1	-0.3	4	0	2	0
18	Cc1ccc(C)c(SCC(=O)OCC(=O)Nc2ccc(S(=O)(=O)N3CCOCC3)cc2)c1	-0.1	3	1	9	-2
19	O=S(=O)(N/N=C/c1cccnc1)c1ccc(Cl)c(Cl)c1	0.5	0	9	3	-2
20	CCC(=O)Nc1nnc(SCC(=O)N2c3ccccc3CC2C)s1 (configuration not stated)	-0.4	-1	5	10	4
21	C#CCn1c(O)c(N=NC(=O)C(O)c2ccccc2)c2ccccc21 (configuration not stated)	0.0	0	7	-6	0
22	Cc1ccc(/C=C/C(=O)NCCCc2ccccc2)cc1	0.2	-2	6	-6	-1
23	CC(C)CCc1noc(CN2CCN(CC(=O)NC(C)C)CC2)n1	-0.1	-1	6	2	-1
24	C(=C\c1nc2ccccc2[nH]1)/c1ccccc1	4.8	-4	-183	5	2
25	COCc1[nH]nc2c1C1(C(=O)Nc3ccc(F)cc31)C(C#N)=C(N)O2 (configuration not stated)	0.6	-3	-4	-15	0

entry	ADAM17 inh	Tn7 DDE FP	PLCb3 inh	ASAP1 GAP inh	DDE Tn6 FP inh
13	-2	8	-10	-5	-3
14	-3	5	-3	-11	-14
15	2	-5	-5	12	-1
16	0	0	-1	-3	-6
17	0	4	1	-4	-1
18	1	0	3	7	-5
19	3	-8	-4	-1	1
20	0	-5	4	4	7
21	-2	4	1	3	1
22	6	3	5	3	-4
23	-3	-3	-1	-5	1
24	-248	-7	-266	4	-3
25	-7	2	-5	-11	5

Reprinted at random: 5 entries already listed, in no set order.
entry	structure	KLK7 zymogen act	UHRF1 binding	PLC-gamma1 inh	ARFGAP1 inhibitor	MBD2 inh
22	Cc1ccc(/C=C/C(=O)NCCCc2ccccc2)cc1	0.2	-2	6	-6	-1
14	CCOC(=O)C1(CCOc2ccccc2)CCN(Cc2cnc(C)s2)CC1	0.1	0	2	2	4
23	CC(C)CCc1noc(CN2CCN(CC(=O)NC(C)C)CC2)n1	-0.1	-1	6	2	-1
18	Cc1ccc(C)c(SCC(=O)OCC(=O)Nc2ccc(S(=O)(=O)N3CCOCC3)cc2)c1	-0.1	3	1	9	-2
13	O=C(COc1ccc2ccccc2c1)NNC(=O)Nc1ccccc1F	-0.9	1	-3	-1	6

entry	ADAM17 inh	Tn7 DDE FP	PLCb3 inh	ASAP1 GAP inh	DDE Tn6 FP inh
22	6	3	5	3	-4
14	-3	5	-3	-11	-14
23	-3	-3	-1	-5	1
18	1	0	3	7	-5
13	-2	8	-10	-5	-3

Three compounds already listed, ordered by the value under MBD2 inh, largest number first:
No.	compound	KLK7 zymogen act	UHRF1 binding	PLC-gamma1 inh	ARFGAP1 inhibitor	MBD2 inh	ADAM17 inh	PLCb3 inh	ASAP1 GAP inh	DDE Tn6 FP inh
14	CCOC(=O)C1(CCOc2ccccc2)CCN(Cc2cnc(C)s2)CC1	0.1	0	2	2	4	-3	-3	-11	-14
24	C(=C\c1nc2ccccc2[nH]1)/c1ccccc1	4.8	-4	-183	5	2	-248	-266	4	-3
19	O=S(=O)(N/N=C/c1cccnc1)c1ccc(Cl)c(Cl)c1	0.5	0	9	3	-2	3	-4	-1	1

Source: PubChem BioAssay
